# pCIP destab = p/CIP-EGFP fusion destabilizers, primary screen, fluorescence, F442A cells; decrease of EGFP signal, % at 10 µM; hit rate 0.01% among 290,000; 16 h; Q05BA5;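 active = EGFP signal decrease of at least 30% at 10 µM or well 3 SD below plate mean, unless failing retest; inactive = the rest, including hits failing retest or dose response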; also: some compounds called inactive have numbers as strong as hits; many of its hits are not listed in these tables
# CRFBP-R2 agonist = agonists of CRF-BP/CRF-R2 complex, primary screen, cell-based, HEK293, calcium dye fluorescence, uHTS. calcium dye fluorescence (FLIPR); percent of saturating CRF peptide response. activation, % at 13.2 µM. hit rate 0.46% among 350,000;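 active = activation of at least 50%, plus an integration ratio under a set limit after plate pattern correction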;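 also: plate controls were neutral control wells without compound for no effect and CRF at EC100 for full effect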
# GalR3 antagonist = GalR3 antagonists in HEK293 cells, primary screen, cell-based, fluorescence readout. HEK293 GalR3-CNG cAMP membrane potential fluorescence; galR3 body fused to GalR1 C-terminus. AID 651719, 2012. inhibition, % at 3 µM. Galanin receptor type 3 (Homo sapiens), O60755. hit rate 0.44% among 360,000;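 active = inhibition above the screen-wide average plus 3 SD, cut at about 13% in these data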;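 also: forskolin and galanin both at EC90 stimulate the cells; cAMP rise reported by CNG channel membrane potential dye signal; 0% = forskolin plus galanin with DMSO and 100% = forskolin alone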
# Target sequence (O60755 1-299 limits assumed): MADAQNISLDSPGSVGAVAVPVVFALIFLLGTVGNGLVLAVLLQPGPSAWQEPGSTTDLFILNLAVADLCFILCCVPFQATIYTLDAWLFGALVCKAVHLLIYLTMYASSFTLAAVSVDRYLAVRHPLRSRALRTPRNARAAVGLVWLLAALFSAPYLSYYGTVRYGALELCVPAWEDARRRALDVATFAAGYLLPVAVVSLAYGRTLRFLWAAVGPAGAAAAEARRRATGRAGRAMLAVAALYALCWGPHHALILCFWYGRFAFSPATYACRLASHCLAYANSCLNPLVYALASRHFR
# IDE act = human IDE activators in live cells, primary screen, fluorescence polarization, HEK cells, FAbeta-B substrate; Insulin-degrading enzyme (Homo sapiens), P14735; FAbeta-B cleavage; 0% vehicle, 100% cell-free pure enzyme wells; activation, % at 5.96 µM; hit rate 0.073% among 340,000;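 active = activation above the mean of all tested compounds plus 3 SD, set per screening campaign, cut at about 17% in these data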
# CHRM4 PAM = human M4 muscarinic receptor positive allosteric modulators, primary screen, CHO-K1 cells, Fluo-8 calcium fluorescence. Muscarinic acetylcholine receptor M4 (Homo sapiens), P08173. CHO-K1 hM4/Gqi5, ACh EC20; 0% = ACh EC20, 100% = maximal ACh. AID 624126, 2012. hit rate 0.4% among 360,000. activation, % at 3 µM;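 active = activation above its plate's cutoff, the mean activation of sample wells plus 3 SD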; also: some results filed as inactive read as strong as hits
# Target sequence (P08173 whole entry, looked up): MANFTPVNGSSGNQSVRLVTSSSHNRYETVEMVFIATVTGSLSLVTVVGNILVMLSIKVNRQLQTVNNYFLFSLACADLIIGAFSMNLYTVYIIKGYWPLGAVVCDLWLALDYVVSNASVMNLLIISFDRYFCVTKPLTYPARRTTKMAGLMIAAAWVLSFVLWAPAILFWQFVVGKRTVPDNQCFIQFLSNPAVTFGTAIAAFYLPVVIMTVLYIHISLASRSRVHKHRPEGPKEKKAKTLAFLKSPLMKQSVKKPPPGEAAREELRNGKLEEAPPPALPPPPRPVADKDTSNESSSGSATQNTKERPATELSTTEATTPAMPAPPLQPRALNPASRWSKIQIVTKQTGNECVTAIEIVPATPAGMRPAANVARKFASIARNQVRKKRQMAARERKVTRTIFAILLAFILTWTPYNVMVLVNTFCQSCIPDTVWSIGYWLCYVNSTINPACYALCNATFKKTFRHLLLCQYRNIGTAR
# IDE inh = human IDE inhibitors in live cells, primary screen, fluorescence polarization, HEK cells, FAbetaB substrate; FAbetaB cleavage; inhibition, % at 5.59 µM; hit rate 0.41% among 320,000; AID 434962, 2010;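 active = percent inhibition above the average of all tested compounds plus 3 SD, set per screening campaign, cut at about 16% in these data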;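 also: IDE supplied by intact live HEK cells; FP after avidin binding of uncleaved biotin substrate so inhibition keeps polarization high; 0% = DMSO wells and 100% = 60 µM reference IDE inhibitor Ii1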
# PHOSPHO1 block = PubChem AID 1565. Phosphoethanolamine/phosphocholine phosphatase (Homo sapiens), Q8TCT1. recombinant PHOSPHO1, absorbance phosphatase assay. inhibition, % at 13.3 µM. hit rate 1.1% among 290,000; in the data active = inhibition above about 60%
# Target sequence (Q8TCT1 whole entry, looked up): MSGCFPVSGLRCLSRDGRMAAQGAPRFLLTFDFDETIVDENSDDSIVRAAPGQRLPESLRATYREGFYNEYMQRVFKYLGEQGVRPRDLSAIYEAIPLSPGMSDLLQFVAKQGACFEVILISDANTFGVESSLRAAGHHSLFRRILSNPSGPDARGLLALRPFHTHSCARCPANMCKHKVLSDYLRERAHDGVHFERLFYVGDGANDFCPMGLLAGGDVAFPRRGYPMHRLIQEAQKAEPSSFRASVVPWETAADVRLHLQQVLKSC
# MEKK3 PB1 HTS = modulators of MEKK3-MEK5 PB1 binding, primary screen, biochemical, wildtype MEKK3, multiplex bead flow cytometry, Alexa488-MEK5 | bead-based flow cytometry, Alexa488-MEK5 binding to MEKK3; actives lie on both sides; 0 = blocked by unlabeled MEK5, 100 = vehicle | binding response (% of control), % at 10 µM | hit rate 1.4% among 290,000;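 active = binding response more than 3 SD above or below the average of its plate-row segment, actives on both sides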;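 also: Alexa488 bead fluorescence after subtracting the streptavidin-only scavenger bead signal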
# CRFR2-BP antag = antagonists of CRF-BP/CRF-R2 complex, primary screen, cell-based, HEK293, calcium dye fluorescence, uHTS; hit rate 0.59% among 350,000; CRF-induced calcium fluorescence; inhibition, % at 11.8 µM;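 active = inhibition of the ligand-induced calcium signal above about 50% at the single tested concentration, limit read from the data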
# Numbers without * were called inactive; · = not tested or not shown; & = joins results of further samples.
SMILES,pCIP destab,CRFBP-R2 agonist,GalR3 antagonist,IDE act,CHRM4 PAM,IDE inh,PHOSPHO1 block,MEKK3 PB1 HTS,CRFR2-BP antag
O=C(CCSCCc1ccccn1)Nc1ccc(Br)cc1F,1,0.7,-6,-2,3,6,-52,108,4
C=CCN1C(=O)C(CC(=O)Nc2ccc(OC)cc2)N(Cc2ccco2)C1=S (centres undefined),-4,0.4,-6,1,5,-4,-109,96,-14
COc1ccc(-n2c(Cc3cc(=O)[nH]c(=O)[nH]3)nnc2SCC(=O)N2CCC(C)CC2)cc1,1,1.3,-1,4,-3,-1,7,104,10
O=c1cc(-c2ccc(O)c(O)c2)oc2ccc3ccccc3c12,·,-0.5,-2,1,-1,·,·,·,-7
O=C(Cn1c(COc2ccccc2)nc2ccccc21)Nc1cc(Cl)c(Cl)cc1Cl,5,·,·,·,·,2,8,102,·
CC(=O)Nc1cccc(NC(=O)CSc2ccc(-c3cccnc3)nn2)c1,9,0.3,1,6,9,1,-1,67,1
Cc1nn2c(N)c(C#N)cnc2c1-c1ccccc1,0,-1.9,-3,4,8,-3,3,94,-6
CCN1CCn2c1nc(N1CCCCC1)nc2=O,-2,5.1,-11,-4,1,-6,2,102,-10
COc1ccc(NC(=O)c2cccc(S(=O)(=O)N3CCCCC3)c2)c(OC)c1,-24,-3.1,-8,4,-2,-4,24,100,-3
O=C1N(Cc2cccc(Cl)c2)C[C@@H]2C[C@@H](c3cccc4cccnc34)N3CCC[C@@]123,6,-0.4,-7,2,-18,2,20,94,-56
CCCCn1c(C2CCCCC2)nc2cc3[nH]c(=O)c(C(C)C)nc3cc21,-12,2.6,-4,0,-3,0,-30,95,-12
Cc1sc2ncnc(SCC(=O)N(C(C)C)C(C)C)c2c1C,14,0.7,-2,2,4,1,20,97,1
CC(C)n1nc(C(=O)Oc2cccc(Cl)c2Cl)c2ccccc2c1=O,-1,1.2,-3,0,-1,4,6,96,-33
CCOC(=O)C1=C(C)Nc2nc3ccccc3n2C1c1ccc(O)cc1 (centres undefined),2,0.9,2,4,-6,1,24,100,-2
O=C(NCCS(=O)(=O)N1CCN(c2ccccc2)CC1)C1CC(=O)N(c2ccc(F)cc2)C1 (centres undefined),-5,-0.3,0,-2,5,2,-3,99,8
CCSc1nnc(NC(=O)[C@@H](NC(=O)c2ccc(C(C)(C)C)cc2)C(C)C)s1,-15,-0.5,-2,3,-1,2,0,93,-19
COc1ccc(C2CC(c3ccc(OC)c(OC)c3)=NN2C(=O)c2ccccc2)cc1 (centres undefined),-11,0.9,4,2,-5,6,35,105,0
C[C@H](CO)N1C[C@H](C)[C@@H](CN(C)C(=O)NC2CCCCC2)Oc2ccc(NC(=O)NC3CCCCC3)cc2C1=O,·,-2.9,-5,3,5,-1,·,·,9
Cc1c(Cl)cnc(NC(=O)COC(=O)c2cccc(S(=O)(=O)N3CCc4ccccc4C3)c2)c1Cl,-10,3.7,-2,3,-2,-2,-16,95,7
COc1ccc(-c2nnc(SCC(=O)Nc3sc4c(c3C#N)CCC4)n2CC2CCCO2)cc1 (centres undefined),10,-2.9,0,3,3,·,-3,103,1
COc1cccc(NC(=O)CSc2nc3ccccc3c3nc4ccccc4n23)c1,-7,-1.2,1,-4,-4,-6,-10,102,-2
CCOC(=O)C1=C(COC(=O)/C=C/c2ccc(OC)cc2)NC(=O)NC1C (centres undefined),·,0.8,-4,-3,-1,·,·,·,-6
Cc1cc(C)c(NC(=O)Cn2c(=O)c3cccn3c3ccccc32)c(C)c1,-1,1.7,-7,-3,-1,6,26,102,-5
CCCN(CCC(=O)Nc1cc(OC)cc(OC)c1)CC1CC1,-10,1.3,0,4,-6,0,-5,98,-2
CCCOc1ccc(CNC(=S)NCc2ccc(OC(C)C)cc2)cc1,-2,4.3,-2,0,5,2,-19,120,-20
COc1cccc2cc(-c3nnc(SCC(=O)NCCc4ccccc4)n3C)oc12,7,3.5,-5,4,-7,-2,28,102,18
Cc1cc(C)c(S(=O)(=O)Nc2nnc(C(C)C)s2)c(C)c1,1,-1.7,-3,1,-1,·,5,105,10
NC(=O)N/N=C/c1c(Sc2nnnn2-c2ccccc2)nc2ccccn2c1=O,-15,0.8,-1,-1,13,-1,-8,96,17
C=CCn1cc(F)c(=O)n(CC=C)c1=O,5,1.6,3,-1,-1,4,36,102,-4
Cc1ccc(Cl)c(OC(=O)C2CSC3(C)CCC(=O)N23)c1 (centres undefined),·,-0.3,-4,0,-1,0,·,·,-4
CSCCC(NC(=O)c1ccccc1Cl)C(=O)N1CCCC(C)C1 (centres undefined),·,0.4,-4,4,13,·,·,·,4
Cc1ccc([C@H]2C(C(=O)O)=CC[C@@H](c3ccc(C)cc3)N2S(=O)(=O)c2ccccc2C)cc1,·,-3.6,2,1,2,4,·,·,45
Cc1ccc(NC(=O)CC2Oc3ccccc3NC2=O)c(C)c1 (centres undefined),-4,-0.5,2,2,4,1,3,118,-7
Cc1noc(C(F)(F)F)c1C(=O)NNC(=O)c1cccc(C(F)(F)F)c1,-8,1.6,-6,0,-6,6,22,98,114*
O=C(O)CCCNC(=O)CC1S/C(=N/N=C/c2ccccc2O)NC1=O (centres undefined),-5,-2.5,-1,1,-1,-5,48,116,3
C=CCNc1nc2c3ccccc3n(C(C)=O)c2s1,8,-0.8,1,-2,1,-1,70*,106,7
CC(=O)Nc1ccc2c3c(ccc([N+](=O)[O-])c13)CC2,·,1.7,-7,·,5,·,·,·,-4
CCCn1c2ccccc2c2nnc(SCC(=O)Nc3c(C)n(C)n(-c4ccccc4)c3=O)nc21,2,0.4,-2,0,-2,6,-15,101,8
CSCC[C@H](NC(=O)[C@@H]1CSC2c3ccccc3C(=O)N21)C(=O)N1CCC[C@H]1CO (some centres undefined),-3,-1.2,-3,-3,4,-2,34,98,-6
O=Cc1c(N2CCCCC2)nc2ccccn2c1=O,1,-3.8,0,·,-2,2,26,85,22
COc1ccc(C(=O)NCc2nnc(SCC(=O)c3ccccc3)n2C)cc1OC,·,1.2,-3,-2,-4,0,·,·,11
CC(=O)Oc1ccc(N2C(=O)c3cccc4c([N+](=O)[O-])ccc(c34)C2=O)cc1,-52,4.0,-9,-4,-4,18*,5,103,75*
O=C(COc1ccc2cc(Br)ccc2c1)N1CCCC1,2,-0.8,-4,4,3,-5,30,98,7
COCCN1C(=O)N[C@@H](c2cccs2)C(C(=O)OC)=C1C,-8,-1.3,1,3,23,3,-1,102,-1
CC(=O)O[C@@H]1[C@H](OC(=O)CC(C)C)c2c(ccc3ccc(=O)oc23)OC1(C)C,-2,-0.9,-2,-4,0,-4,-1,103,-3
CC(=O)Nc1ccc(NC(=O)COC(=O)C2CCC(C(C)(C)C)CC2)cc1 (centres undefined),·,0.5,-5,-1,-5,-5,·,·,2
COc1ccc(/C(N)=N/OC(=O)N2CCOCC2)cc1,-11,2.8,-3,2,-7,-1,-13,100,12
Cc1ccc2sc(NC(=O)CN3C(=O)CCC3=O)nc2c1C,-8,6.6,1,12,2,-2,0,113,-5
Cc1ccc(S(=O)(=O)N2[C@@H](c3cccc(C)c3)C(C(=O)O)=C[C@H]2CC2CCCC2)cc1,·,1.7,-5,3,0,-6,·,·,5
O=C1c2ccccc2-c2ccc(C(=O)N3CCOCC3)cc21,8,-0.7,-5,-3,-3,1,-7,106,10
COc1ccc(C)cc1S(=O)(=O)Nc1ccc2c(c1)OCCO2,-18,-2.9,-13,-2,-1,3,8,101,9
Cc1ccc(-c2csc3ncnc(Nc4ccc(C(=O)O)cc4)c23)cc1,-6,2.3,-6,3,10,2,42,119,14
O=C(CCNC(=O)c1ccco1)Nc1ccc(OC(F)F)cc1,-3,1.0,-1,2,3,-3,9,100,2
CC(C)c1nc2sc3c(=O)[nH]cnc3c2c2c1CCCC2,-10,0.9,8,5,5,3,-1,101,-7
Cc1ccc2oc3nc(C)c(C(=O)O)cc3c(=O)c2c1,-6,-1.2,-4,4,-2,6,50,101,5
COc1ccccc1N1CCN(C(=O)CCCNC(=O)Cn2cnc3sc(C)c(C)c3c2=O)CC1,6,5.4,-7,0,-8,3,37,101,-20
COc1ccc(-c2nc3cc(C)ccn3c2NC2CCCCC2)cc1SC1CCCCC1,·,4.1,-8&-8,2,-11&-2,3,·,·,-1
O=C(CCCN1C(=O)c2ccccc2C1=O)Nc1sc2c(c1C(=O)NCc1ccco1)CCC2,-7,-2.9,0,-3,-2,2,-28,100,11
C=CCN(Cc1nc(-c2ccc(OC)c(OC)c2)oc1C)C1CCS(=O)(=O)C1 (centres undefined),-11,-1.4,1,-1,1,1,-3,96,-10
COc1ccc(OC)c(NC(=O)Nc2cc(C(=O)O)ccc2C)c1,-2,-3.7,-5,5,-5,0,8,106,26

# 4 compounds out of the list, sorted by SMILES length, highest first.
SMILES,pCIP destab,CRFBP-R2 agonist,GalR3 antagonist,IDE act,CHRM4 PAM,IDE inh,PHOSPHO1 block,MEKK3 PB1 HTS,CRFR2-BP antag
C[C@H](CO)N1C[C@H](C)[C@@H](CN(C)C(=O)NC2CCCCC2)Oc2ccc(NC(=O)NC3CCCCC3)cc2C1=O,·,-2.9,-5,3,5,-1,·,·,9
CSCC[C@H](NC(=O)[C@@H]1CSC2c3ccccc3C(=O)N21)C(=O)N1CCC[C@H]1CO (some centres undefined),-3,-1.2,-3,-3,4,-2,34,98,-6
CCCn1c2ccccc2c2nnc(SCC(=O)Nc3c(C)n(C)n(-c4ccccc4)c3=O)nc21,2,0.4,-2,0,-2,6,-15,101,8
COc1ccc(-c2nnc(SCC(=O)Nc3sc4c(c3C#N)CCC4)n2CC2CCCO2)cc1 (centres undefined),10,-2.9,0,3,3,·,-3,103,1

# The list continues.
SMILES,pCIP destab,CRFBP-R2 agonist,GalR3 antagonist,IDE act,CHRM4 PAM,IDE inh,PHOSPHO1 block,MEKK3 PB1 HTS,CRFR2-BP antag
CCCn1nc(C(=O)OCC(=O)Nc2ccc(C(N)=O)cc2)c2ccccc2c1=O,·,-2.3,-8,0,4,0,·,·,-1
NS(=O)(=O)c1ccc(CCNC(=O)COC(=O)CN2C(=O)C3CCCCC3C2=O)cc1 (centres undefined),-2,-4.2,-3,-2,4,-3,15,94,1
c1csc(-c2nnc3ccccn23)c1,-10,-1.0,4,0,0,-6,11,98,-8
Brc1ccc2[nH]c3nc(SCCN4CCOCC4)nnc3c2c1,-10,-0.9&1.0,-1&1,8&-5,6&5,0&1,-77,100,17&5
Cc1cc2[nH]cnc2c([N+](=O)[O-])c1C,-7,2.5,-4,-7,-2,5,8,103,3
C=COC(=O)CSc1nc(-c2cccs2)ccc1C#N,-15,-1.8,-6,-4,-2,7,25,100,-24
Cn1c(NCCCN2CCOCC2)nc2c1c(=O)n(Cc1ccc(Cl)cc1Cl)c(=O)n2C,-13,4.1,-6,1,7,-1,16,105,-7
O=C(CSc1nnc2ccccn12)NCc1ccc2c(c1)OCO2,-6,2.2,-5,-1,9,4,25,112,-1
Cc1cccn2c(=O)nc(SCC(=O)NCCc3ccccc3)nc12,·,-0.4,0,6,4,1,·,·,4
O=C1NC(NS(=O)(=O)c2ccccc2)(C(F)(F)F)C(=O)N1CCc1ccccc1 (centres undefined),-7,0.4,-1,4,0,0,14,102,7
CC(C)N(C(=O)COc1ccc(Br)cc1Cl)C(C)C,-2,-0.9,-4,1,4,-8,-6,104,6
COc1ccc(C(=O)CCNc2cccc(Cl)c2)cc1,-4,-2.2,5,0,-5,0,16,94,21
